FLuc modulator: qHTS profiling assay for firefly luciferase inhibitor/activator using purifed enzyme and Km concentrations of substrates (counterscreen for miR-21 project); Luciferin 4-monooxygenase (Photinus pyralis), P08659; purified FLuc, Km substrates, luminescence inhibition; Potency, µM (highest dose often 57.5 µM), for inactives: at the highest dose activity change, negative = inhibition, usual class: inhibitors; actives 6.9% (n = 360,000); AID 588342, 2011; active = well fitted inhibition curve with a large enough effect; inconclusive = small, poorly fitted or top-dose-only effect;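 note: plate controls were vehicle for no effect and reference inhibitor for full effect; nearly all actives have a fitted effect of over 55% in size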
Target sequence (P08659 whole entry, looked up): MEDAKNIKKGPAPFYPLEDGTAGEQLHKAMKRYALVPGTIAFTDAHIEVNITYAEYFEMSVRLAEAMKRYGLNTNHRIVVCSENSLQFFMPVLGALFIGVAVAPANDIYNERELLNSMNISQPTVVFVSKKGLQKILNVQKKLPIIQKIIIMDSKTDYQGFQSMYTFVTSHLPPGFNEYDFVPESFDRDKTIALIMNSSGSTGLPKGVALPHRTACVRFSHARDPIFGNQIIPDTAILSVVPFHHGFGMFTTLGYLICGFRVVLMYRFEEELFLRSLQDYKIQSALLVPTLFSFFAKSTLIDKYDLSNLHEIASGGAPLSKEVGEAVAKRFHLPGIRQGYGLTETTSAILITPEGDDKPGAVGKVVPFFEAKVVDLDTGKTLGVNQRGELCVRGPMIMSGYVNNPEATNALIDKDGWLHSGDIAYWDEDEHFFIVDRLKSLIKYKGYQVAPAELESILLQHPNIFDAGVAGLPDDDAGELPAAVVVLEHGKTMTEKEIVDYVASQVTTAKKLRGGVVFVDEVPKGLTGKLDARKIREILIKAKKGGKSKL
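Biochemical qHTS of compounds, final roughly 60 µM downward over six points, against 10 nM purified firefly luciferase using Km concentrations of substrates (10 uM D-luciferin, 10 uM ATP) in Tris acetate pH 7.5 buffer; luminescence output.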
* = called active by the depositor; u = inconclusive. Potency is the fitted concentration of half-maximal effect. The list is partial; rates above refer to the full screens.

SMILES	FLuc modulator
O=C(CSc1ncc(-c2ccccc2)[nH]1)Nc1cccc(C(F)(F)F)c1	u
Cc1c(Cl)cccc1NC(=O)COCc1cc(-c2ccc3c(c2)OCO3)on1	u
CN(C)c1cccc(C(=O)Nc2nc3ccc(S(=O)(=O)NC(C)(C)C)cc3s2)c1	-12%
CCOc1ccc(NC(=O)Cn2c(=O)n(CCCS(=O)(=O)C3CCCCC3)c(=O)c3ccccc32)cc1	-10%
COc1ccc(NC(=O)C2CCN(S(=O)(=O)c3ccc4[nH]c5c(c4c3)CCCCC5)CC2)cc1	-5%
Cc1ccc(CNC(=O)c2ccc3c(c2)NC(=O)C(CS(=O)(=O)Cc2cccc(C)c2)N3)cc1 (centres undefined)	5%
CCn1cc2nc(SCC(=O)Nc3ccccc3F)n(Cc3ccc(C)cc3)c(=O)c2n1	-18%
COc1cccc(-c2nc(S(=O)(=O)c3ccc(C)cc3)c(N3CCCCCC3)o2)c1	-1%
COc1ccc(OC(C)C(=O)NCc2nc(-c3cccc(C)c3)no2)cc1 (centres undefined)	-2%
CCOC(=O)c1ccccc1NC(=O)N1CC(C)Oc2ccc(C)cc21 (centres undefined)	-4%
CCOc1ccc(CCNC(=O)CCCn2nc(C)c3sc4ccccc4c3c2=O)cc1	u
CCc1ccc(CN(C(=O)c2nc(SC)ncc2Cl)C2CCS(=O)(=O)C2)cc1 (centres undefined)	-6%
O=C(CSc1nc2c(oc3ccccc32)c(=O)n1Cc1ccco1)Nc1ccccc1Cl	2%
CCn1c2ccccc2c2cc(CN3CCN(Cc4ccc(Cl)cc4)CC3)ccc21	2%
Cn1c(=O)c2nc(SCC(=O)Nc3cc(Cl)cc(Cl)c3)n(C)c2n(C)c1=O	-4%
O=C(Nc1ccccc1C(=O)OCc1cc(=O)n2nc(C3CC3)sc2n1)c1cccc(Cl)c1	1%
COc1ccc(N2CCN(CC(O)COc3ccccc3C(C)(C)C)CC2)cc1 (centres undefined)	-16%
COc1cccc(CNC(=O)CSc2nc3ccccc3nc2Cc2ccccc2)c1	-1%
COc1ccc(-c2cn3nc(N4CCCC(C(=O)Nc5ccc(Cl)cc5C)C4)sc3n2)cc1 (centres undefined)	-4%
COc1ccc(-c2noc(-c3ccc(NCc4ccco4)c([N+](=O)[O-])c3)n2)cc1	-19%
CCCC(=O)Nc1cccc(-c2nc3cc(C)c(C)cc3o2)c1C	0.27µM*
Cc1ccc2c(c1)C(c1ccc(F)cc1)N(C(=O)COc1ccc(Cl)cc1Cl)CC(=O)N2 (centres undefined)	-1%
CCOC(=O)c1cc2c(=O)n3ccccc3nc2n(C)c1=NC(=O)c1cc2ccccc2o1	-4%
CCC1CN(C(=O)Nc2cc(OC)cc(OC)c2)c2ccccc2S1 (centres undefined)	-11%
O=C(Cn1ncc2c(Cl)cccc21)NCc1cccc(Cl)c1	u
Cc1ccc(CNC(=O)CCc2cn(Cc3ccc(C)cc3)c3ccccc23)cc1	4%
COc1ccc(-c2nc(S(=O)(=O)c3ccc(Cl)cc3)c(N3CCCCCC3)o2)cc1	0%
O=S(=O)(NCC(c1ccco1)S(=O)(=O)c1cccs1)c1ccc(Cl)cc1 (centres undefined)	-3%
CCOc1ccc(-c2nnc(SCC(=O)NCc3ccc(C)cc3)nc2-c2ccc(OCC)c(OC)c2)cc1OC	1%
COc1ccc(Br)cc1CNC(=O)c1cc2c(=O)n(C)c3ccccc3c2s1	1%
Cc1cc2c(cc3c(SCc4cccc(Cl)c4)nnc(C)n32)o1	-13%
Cc1ccc2c(CNCC(C)c3ccccc3)c(C(=O)O)n(Cc3ccccc3C)c2c1 (centres undefined)	-5%
Cc1ccc(CNC(=O)CN2CCN(Cc3ccc(F)cc3Cl)C2=O)cc1	-3%
Cc1cc(C)c(/C=C/c2onc(C)c2S(=O)(=O)N2CCC(C(=O)Nc3ccc(Cl)cc3C)CC2)c(C)c1	0%
CCCCn1c(SCC(=O)c2ccccc2)nc2c(sc3ccccc32)c1=O	-5%
Cn1c(=O)c2c(SCC(=O)NCc3ccc(F)cc3)nc(-c3ccccc3Cl)nc2n(C)c1=O	-1%
COC(=O)c1c(SCC(=O)Nc2cccc(Cl)c2C)[nH]c2ccccc2c1=O	u
CCc1ccc(NC(=O)CCCc2nc(-c3ccco3)no2)cc1	-12%
O=C(Cn1c(=O)c(C(F)(F)F)nc2ccccc21)Nc1cccc(Br)c1	0%
Cc1nn2c(-c3cccc(NC(=O)c4ccccc4)c3)nnc2c2ccccc12	2%

An excerpt of these results, field by field:
SMILES: Cc1ccc(CNC(=O)CN2CCN(Cc3ccc(F)cc3Cl)C2=O)cc1
  FLuc modulator: -3%

SMILES: Cc1cc(C)c(/C=C/c2onc(C)c2S(=O)(=O)N2CCC(C(=O)Nc3ccc(Cl)cc3C)CC2)c(C)c1
  FLuc modulator: 0%

SMILES: CCCCn1c(SCC(=O)c2ccccc2)nc2c(sc3ccccc32)c1=O
  FLuc modulator: -5%

SMILES: Cn1c(=O)c2c(SCC(=O)NCc3ccc(F)cc3)nc(-c3ccccc3Cl)nc2n(C)c1=O
  FLuc modulator: -1%

New compounds follow.
SMILES	FLuc modulator
CCN1CCN(C(c2ccc(C)cc2)c2sc3nc(-c4ccco4)nn3c2O)CC1 (centres undefined)	6%
Cn1c(=O)oc2cc(S(=O)(=O)N3CCC(C(=O)Nc4ccc(F)c(Cl)c4)CC3)ccc21	6%
Cc1ccc(N2CCN(S(=O)(=O)c3ccc(F)c(C(=O)Nc4ccc(Cl)cc4Cl)c3)CC2C)cc1 (centres undefined)	-8%
CNC(=O)C1CCC(Cn2c(=O)c3sccc3n(CC(=O)Nc3cc(F)ccc3F)c2=O)CC1 (centres undefined)	6%
CCS(=O)(=O)N1CC(=O)N(c2cc(C)ccc2C)C(C)(C(=O)NC2CCCCC2)C1 (centres undefined)	-2%
COc1cccc(CNC(=O)CCc2c(C)nc3c(c2C)c(=O)n(C)c(=O)n3C)c1	-9%
Cc1ccc(CN(C(=O)COc2ccccc2[N+](=O)[O-])c2ccccn2)o1	0%
COc1ccccc1Nc1nn2c(=O)c3ccc(C(=O)NCCCOC(C)C)cc3nc2s1	-2%
COc1ccc(-c2nc(CSc3nnc(C)n4c3cc3sccc34)c(C)o2)cc1	-8%
Cc1cc(C)cc(NC(=O)CCc2c(C)nc3c4cccnc4nn3c2C)c1	-2%
O=C(Cc1ccc(F)cc1)N1CCC(c2nc3c(nnn3Cc3ccc(F)cc3)c(=O)[nH]2)CC1	-1%
O=C(Nc1ccc2nc(SCC(=O)N3CCCc4ccccc43)sc2c1)c1ccccc1	u
NC(=O)C1CCN(c2nc(-c3cccc4sc5ccccc5c34)cs2)CC1	u
Cc1cccc(C)c1Nc1c(-c2ccccc2Cl)nc2cnccn12	-6%
COc1ccc(C(=O)Nc2ccc3oc(-c4cccnc4)nc3c2)cc1	u
Cc1nc2c(C(=O)N(C)Cc3ccccc3)c[nH]n2c(=O)c1Cc1ccc(Cl)cc1	u
COc1ccc(C(=O)N(Cc2ccc(N(C)C)cc2)CC2CCCO2)cc1 (centres undefined)	3%
CC1=C(C(=O)Nc2ccccc2)C(c2ccncc2)n2nc(SCc3ccccc3F)nc2N1 (centres undefined)	2%
CCc1nn(-c2ccccc2)c2nc(-c3ccccc3OC)c3cc(OC)c(OC)cc3c12	-5%
CC(C)c1ccc(OCc2cc(=O)n3c4c(sc3n2)CCCC4)cc1	-14%

Gathered by group: those above with a thiophene ring, fused or not
SMILES	FLuc modulator
CCOc1ccc(CCNC(=O)CCCn2nc(C)c3sc4ccccc4c3c2=O)cc1	u
O=S(=O)(NCC(c1ccco1)S(=O)(=O)c1cccs1)c1ccc(Cl)cc1 (centres undefined)	-3%
COc1ccc(Br)cc1CNC(=O)c1cc2c(=O)n(C)c3ccccc3c2s1	1%
CCCCn1c(SCC(=O)c2ccccc2)nc2c(sc3ccccc32)c1=O	-5%
CNC(=O)C1CCC(Cn2c(=O)c3sccc3n(CC(=O)Nc3cc(F)ccc3F)c2=O)CC1 (centres undefined)	6%
COc1ccc(-c2nc(CSc3nnc(C)n4c3cc3sccc34)c(C)o2)cc1	-8%
NC(=O)C1CCN(c2nc(-c3cccc4sc5ccccc5c34)cs2)CC1	u

(next part)
SMILES	FLuc modulator
Cc1cccc(N2CCN(C(=O)CCCn3c(=O)[nH]c4ccsc4c3=O)CC2)c1C	4%
COc1cc(C(=O)Nc2nc3c(s2)Cc2c(Br)ccc(OC)c2-3)cc(OC)c1OC	-7%
Cc1ccc(C(=O)Nc2ccc(NC(=O)c3cccs3)cc2)cc1C	-7%
CCCCc1ccc(C(=O)c2c(N)c(C(=O)Nc3cccc(OC)c3)c3ccccn23)cc1	-2%
Cc1ccc(-n2c(=O)c3cccnc3n2CC(=O)Nc2ccc(C)cc2Cl)cc1	-4%
COc1ccc(C2C=C(c3ccccc3)Nc3nc(NS(=O)(=O)c4ccc(C)cc4)nn32)cc1 (centres undefined)	-4%
Cc1ccn2c(=O)cc(COc3ccc(NC(=O)c4ccccc4F)cc3)nc2c1	-2%
COC(=O)C1=C(C)N(C(C)C)C(=O)C1(NC(=O)c1ccccc1OC)C(F)(F)F (centres undefined)	3%
CCc1nnc2c(Nc3cc(OC)c(Cl)cc3OC)nc3ccccc3n12	3%
COC(=O)c1ccc2c(=O)n(CCCCCC(=O)N3CCN(c4cccc(C)c4C)CC3)c(=O)[nH]c2c1	-4%
COc1cc2c(cc1OC)C(COc1ccc3c(C)cc(=O)oc3c1)N(C(=O)c1ccccc1C)CC2 (centres undefined)	-1%
Cc1c(C(=O)NCc2cccc(Cl)c2)sc2nc[nH]c(=O)c12	-9%
COc1ccc(-n2nc(C(=O)Nc3ccc(Br)cc3C)c3c4ccccc4n(C)c3c2=O)cc1	-1%
CN(C)CCNC(=O)C(=O)NCC(c1cccnc1)N1CCN(c2ccc(F)cc2)CC1 (centres undefined)	-1%
CC1(C)CC(=O)c2cc(-c3nc(-c4ccc(Cl)cc4)cs3)c(=O)n(-c3ccc(Cl)cc3)c2C1	-4%
COc1ccc(-c2nc3ccccc3s2)cc1NC(=O)c1ccccc1F	0%
Cc1ccc(C(=O)c2cn(CC(=O)NCc3ccccc3)c3nc(C)ccc3c2=O)cc1	-2%
COc1ccc(-c2cc(C)no2)cc1S(=O)(=O)NC(C)C	-4%
Cc1ccccc1Oc1nc2c(c(=O)n(C)c(=O)n2C)n1Cc1ccc(Br)cc1	-6%
COc1ccc(CNC(=O)Cc2c(C)c3cc4c(C)coc4c(C)c3oc2=O)cc1OC	2%
O=C(Cc1ccccc1)Nc1cccc(-c2nc3cccnc3s2)c1	-4%
CCOc1ccc(CCNC(=O)Cn2ccc3cc(S(=O)(=O)N4CCCCC4)ccc32)cc1	0%
CCNc1ccc(-c2nc(-c3ccco3)no2)cc1[N+](=O)[O-]	15µM*
COc1cc(NC(=O)NC(C)c2c(-n3cccc3)sc3c2CCN(C)C3)cc(OC)c1 (centres undefined)	2%
O=C(Nc1ccc(SC(F)F)cc1)c1cc(-c2ccc3c(c2)OCCO3)on1	5.4µM*
CCc1ccc(-n2c(=O)c3cccnc3n2CC(=O)Nc2cc(F)ccc2F)cc1	0%
CCOc1ccc(CCn2c3c(c(=O)[nH]c2=O)C(NC(=O)c2cccc(F)c2)(C(F)(F)F)C(=O)N3)cc1OCC (centres undefined)	u
Cc1cc(C)cc(OCC(=O)N2CCC(c3nc4ccccc4o3)CC2)c1	-10%
CCOc1cc(-c2nc(-c3ccc(-c4ccccc4)nc3OCC)no2)cc(OCC)c1OCC	-6%
COc1ccc(C)cc1NC(=O)CCc1c(C)nn(-c2ccc(N3CCOCC3)nn2)c1C	-14%
Cc1ccc(CN(Cc2ccco2)c2cnc(S(C)(=O)=O)nc2C(=O)Nc2ccccc2Br)o1	-6%
COC(=O)c1ccc(NC(=O)C(C)Sc2nc(=O)cc(N)n2CCc2ccccc2)cc1 (centres undefined)	-9%
Cc1cc(=O)[nH]c2nnc(SCC(=O)NC(C)(C)C)n12	1%
COc1ccc(CCNC(=O)C(=O)NCC(c2ccco2)S(=O)(=O)c2ccccc2)cc1OC (centres undefined)	-2%
CCc1ccc(-c2nc(CN3CCCC(C(=O)NCc4ccccc4Cl)C3)c(C)o2)cc1 (centres undefined)	-12%
CCc1cccc(N2C(=O)CS(=O)(=O)C23C(=O)N(Cc2ccc(F)cc2)c2ccc(C)cc23)c1 (centres undefined)	6%
Cc1cc2oc(C(=O)N(Cc3ccc(Cl)cc3)Cc3ccco3)c(C)c2cc1Cl	-7%
Cc1ccccc1NC(=O)CCn1nc(-c2ccc(Cl)cc2)c2ccccc2c1=O	-8%
Cc1nnc(N2C(=O)c3oc4ccccc4c(=O)c3C2c2cccc(OCCC(C)C)c2)s1 (centres undefined)	-6%
CCOc1ccccc1N(CC(=O)NCCSc1ccccc1)S(=O)(=O)c1ccccc1	-7%
CCOc1ccc(Cn2c(CNS(=O)(=O)c3ccc(Cl)s3)nc3cccnc32)cc1	-19%
COc1ccc(N(C)C(=O)c2cc(S(=O)(=O)N3CCc4ccccc43)cn2C)c(OC)c1	-9%
Cc1ccc(-n2ncc3c(=O)n(Cc4cccc(Cl)c4)cnc32)cc1C	-1%
Cc1nc2nc(CNC(=O)OC(C)(C)C)nn2c(C)c1CCC(=O)NCc1ccc(F)cc1	4%
CCc1cccc(NC(=O)Cn2c(-c3ccc(F)cc3)cc(C(C)=O)c2C)c1	-1%
Cc1ccc(NC(=O)/C(C#N)=C/c2ccc(C(C)C)cc2)cc1C	-19%
COc1ccccc1N1CCN(c2csc3ccc(Cl)cc3c2=O)CC1	u
